Source: PubChem (several laboratories)
MCL1-BIM inh – inhibitors of human MCL1 binding to BIM-BH3 peptide; Q07820; GST-MCL1 / FITC-Bim-BH3 fluorescence polarization; inhibition, % at 10.9 µM; actives 0.68% (n = 320,000);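 active means inhibition above the mean inhibition of all tested compounds plus 3 SD, set per campaign, cut at about 40% in these data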;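 further: 0% = DMSO wells and 100% = unlabeled Bim-BH3 peptide control; higher means more loss of mP so more displacement of Bim peptide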
Target sequence (Q07820 whole entry, looked up): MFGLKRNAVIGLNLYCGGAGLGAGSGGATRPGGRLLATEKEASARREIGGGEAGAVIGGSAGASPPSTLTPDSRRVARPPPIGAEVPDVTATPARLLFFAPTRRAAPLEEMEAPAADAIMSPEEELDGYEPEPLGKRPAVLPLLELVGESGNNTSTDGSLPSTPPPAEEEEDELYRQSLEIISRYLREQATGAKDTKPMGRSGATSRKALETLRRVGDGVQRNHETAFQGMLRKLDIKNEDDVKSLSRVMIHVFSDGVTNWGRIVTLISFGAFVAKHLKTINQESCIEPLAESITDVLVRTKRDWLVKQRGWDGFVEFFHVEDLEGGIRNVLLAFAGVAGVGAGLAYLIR
CR mimetic SO – yeast age-related superoxide inhibition as caloric restriction mimetic. S. cerevisiae aged cells, superoxide DHE fluorescence; hits give low values. superoxide response (% of plate mean), % at 10 µM. actives 0.18% (n = 330,000);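 active means superoxide response under a set limit, about three screen SD below normal, cut at about 65% in these data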;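 further: yeast aged for seven days with compound at 30 °C before DHE staining; 100% = average MFI of all compound-treated wells on the plate with controls excluded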
MEX-5 binding – C. elegans MEX-5 TCR-2 RNA binding activity | actives 0.38% (n = 300,000) | activity score (negative = inhibition of binding), % at 10 µM | Q9XUB2 | MEX-5/FITC-TCR2 RNA binding, fluorescence polarization; hits give low values;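 active means inhibition past about -25% in most replicates, and total fluorescence under double the plate's negative control median, limit read from the data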;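 further: 0% = DMSO and -100% = 5 µM competing unlabeled TCR2 RNA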
CIT2 TOR yeast – alters CIT2-GFP fluorescence in TOR pathway yeast screen; S. cerevisiae CIT2-GFP strain, flow cytometry, 3 h; 100 means same as DMSO wells; actives 0.065% (n = 320,000); GFP response vs DMSO, % at 10 µM;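 active means GFP response relative to DMSO above a set limit, near the screen mean plus 3 SD, cut at about 150% in these data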;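 further: ratio of well median GFP fluorescence to mean of DMSO wells on the plate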
GLD-1 TGE inh – GLD-1-TGE RNA interaction inhibition (C. elegans) | inhibition, % at 5.96 µM | actives 0.44% (n = 320,000) | purified GLD-1 + fluorescein TGE RNA, fluorescence polarization;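 active means percent inhibition above a per-plate cutoff, the plate mean of test compounds plus 3 SD, cut at about 30% in these data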;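 further: 0% = DMSO wells with GLD-1 and probe and 100% = wells lacking GLD-1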
GRK2 inh – blocks RNA aptamer binding to human GRK2. bead flow cytometry, FAM-aptamer displacement from GRK2. inhibition of aptamer binding, % at 10 µM. P25098. AID 488847. actives 0.59% (n = 330,000);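 active means inhibition of aptamer binding above 40%, roughly 3 SD of noise, on plates passing a quality check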;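 further: median bead fluorescence of bound FAM aptamer so fluorescent compounds give negative values; no value below 0 was filed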
Bcl-xL primary – Bcl-xL (human) inhibition. GST-Bcl-xL / FITC-Bim BH3 peptide fluorescence polarization. inhibition, % at 10.9 µM. actives 0.7% (n = 320,000). AID 2129;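 active means inhibition above the mean of all tested compounds plus 3 SD, cutoff set per campaign, cut at about 30% in these data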;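 further: 0% = DMSO wells and 100% = unlabeled Bim-BH3 peptide competitor; inhibitors lower millipolarization by displacing the labeled peptide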
Target sequence (Q07817 whole entry, looked up): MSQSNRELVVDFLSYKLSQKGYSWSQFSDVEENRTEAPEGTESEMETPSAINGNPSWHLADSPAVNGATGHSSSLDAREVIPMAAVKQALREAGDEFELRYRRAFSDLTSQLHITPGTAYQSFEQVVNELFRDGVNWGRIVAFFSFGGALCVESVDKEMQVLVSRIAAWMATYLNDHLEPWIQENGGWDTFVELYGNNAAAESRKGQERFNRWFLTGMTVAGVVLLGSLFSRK
AGP1-GFP MLPCN – yeast TOR pathway AGP1-GFP modulation; actives 0.02% (n = 320,000); GFP response vs DMSO, % at 10 µM; S. cerevisiae AGP1-GFP multiplex flow cytometry, 3 h; GFP as percent of DMSO wells;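 active means GFP response relative to DMSO above a set limit, near screen average plus 3 SD, cut at about 150% in these data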;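 further: median GFP channel fluorescence of the gated AGP1 strain per well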
VLA-4 inh – inhibition in a human VLA-4 binding assay | P13612 | VLA-4 expressing cells, ligand binding flow cytometry | inhibition, % (about 7 µM as worked out from the volumes in the protocol) | actives 0.2% (n = 330,000) | AID 2557; in the data active means inhibition above about 50%
The depositor's hits bear a star; . = no result given. The order is random (roughly 2.1% active in at least one column).

Preview, two compounds:
compound,MCL1-BIM inh,CR mimetic SO,MEX-5 binding,CIT2 TOR yeast,GLD-1 TGE inh,GRK2 inh,Bcl-xL primary,AGP1-GFP MLPCN,VLA-4 inh
CCN(CC)C(=O)C1CCN(S(=O)(=O)c2ccc(-n3cnnn3)cc2)CC1,-4,98,0.7,100,4,2,2,106,5
CCCCNS(=O)(=O)c1ccc2nc(-c3cccnc3)cc(C(=O)NCCOC)c2c1,0,104,-0.9,108,-2,0,4,102,-4

The listing, from the first entry:
compound,MCL1-BIM inh,CR mimetic SO,MEX-5 binding,CIT2 TOR yeast,GLD-1 TGE inh,GRK2 inh,Bcl-xL primary,AGP1-GFP MLPCN,VLA-4 inh
CCN(CC)C(=O)C1CCN(S(=O)(=O)c2ccc(-n3cnnn3)cc2)CC1,-4,98,0.7,100,4,2,2,106,5
CCCCNS(=O)(=O)c1ccc2nc(-c3cccnc3)cc(C(=O)NCCOC)c2c1,0,104,-0.9,108,-2,0,4,102,-4
Cc1cn2c(-c3cccnc3)nnc2s1,0,92,-0.4,102,4,1,1,103,7
CSc1nsc(SC)c1CO,-6,97,.,91,4,0,1,102,7
Cc1ccc(-n2nc(C(=O)c3ccccc3)n3c(=O)cc(-c4ccccc4)nc23)cc1,-1,91,0.9,102,6,2,2,108,-2
CCCNC(=O)c1ccc(N2CCC3(CC2)CC(c2ccccc2)=NO3)c([N+](=O)[O-])c1,-2,104,-1.7,68,6,1,4,80,32
CCOc1ccc2nc(NC(=O)CSc3ccccc3)sc2c1,-3,116,-3.0,97,4,2,-2,103,8
CC/C(C)=N/NS(=O)(=O)c1ccc(C)c([N+](=O)[O-])c1,0,93,1.4,110,4,2,7,116,-6
Cc1ccc(C)c(CN2C(=O)NC3(CCCCCC3)C2=O)c1,2,100,-3.7,103,3,1,6,110,10
CC1CCN(c2nc3ccccn3c(=O)c2C=O)CC1,2,142,1.0,78,3,1,6,98,8
CCOc1ccccc1N1CCN(C(=O)Nc2ccc(Cl)c(Cl)c2)CC1,3,106,1.5,91,3,1,0,97,-2
O=C(COC(=O)c1cc(=O)c2ccccc2o1)Nc1ccccc1F,.,98,.,101,-8,0,.,97,1
Cc1cc(Cl)ccc1NC(=S)NCCC(c1ccccc1)c1ccccc1,6,112,0.9,106,12,0,-1,98,3
Cc1c(C)c2ccc(OCC(=O)N3CCC(C(=O)O)CC3)cc2oc1=O,7,100,1.1,104,3,0,3,108,-2
Cc1ccc(-c2nn(-c3ccccc3)cc2C(=O)Nc2cccc(S(=O)(=O)N3CCOCC3)c2)cc1,9,95,-3.1,93,2,0,7,98,20

(cont.)
compound,MCL1-BIM inh,CR mimetic SO,MEX-5 binding,CIT2 TOR yeast,GLD-1 TGE inh,GRK2 inh,Bcl-xL primary,AGP1-GFP MLPCN,VLA-4 inh
O=C(NC1CCCc2ccccc21)C1CCCC1 (centres undefined),1,118,0.6,104,7,0,3,97,12
COc1ccc(OC)c(C(=O)CSc2nnc(-c3cccnc3)n2C)c1,-7,88,-0.6,95,1,3,-6,92,0
CCO[C@H]1OC(C(=O)O)=C[C@@H](c2cn(C(C)=O)c3ccccc23)[C@@H]1CCCO,0,97,0.4,94,5,3,1,84,10
O=C(NCC(c1ccco1)N1CCCC1)c1ccc(-n2cccn2)cc1 (centres undefined),.,115,.,116,-4,0,.,117,1
CNC(=O)c1ccc2nc(NC(C)=O)sc2c1,-1,83,0.2,.,6,0,2,98,2
CCOCCCN(C(=O)c1snc(C(N)=O)c1N)C(C(=O)NC1CCCC1)c1ccc(O)c(OC)c1 (centres undefined),-2,94,1.5,95,2,2,2,94,9
CC(C)(CNS(=O)(=O)c1ccc(Cl)cc1)N1CCCCC1,2,94,-0.2,102,4,0,0,96,4
COCCNC(=O)CN(C(=O)Cn1nnc2ccccc21)c1cc(C)cc(C)c1,-2,96,0.7,106,1,0,3,106,15
CCNC(=O)CC1SC(=Nc2cccc3ccccc23)N(C)C1=O (centres undefined),17,100,0.2,100,-4,0,3,100,9
CC(=O)Nc1ccc(-c2csc(NC(=O)CN3C(=O)NC4(CCCC4)C3=O)n2)cc1,2,113,-2.7,86,3,2,0,97,8
COc1cc(NC(=O)C2CCCN2C(=O)OCc2ccccc2)cc(OC)c1 (centres undefined),9,102,-1.5,105,-2,0,4,105,-217
Brc1ccc(CSc2ccc3nnc(-c4cccnc4)n3n2)cc1,-1,108,1.1,96,1,1,2,96,6
O=C(NCCc1ccc(F)cc1)N1CCOCC1,4,97,1.4,94,7,0,2,.,0
O=C(COc1ccccc1)Nc1nnc(-c2ccccc2Cl)o1,-6,90,0.4,96,6,0,-3,96,21
Cc1ccc(C)c(-n2c(-c3ccncc3)n[nH]c2=S)c1,-10,108,0.7,101,2,1,-15,108,3

Following part:
compound,MCL1-BIM inh,CR mimetic SO,MEX-5 binding,CIT2 TOR yeast,GLD-1 TGE inh,GRK2 inh,Bcl-xL primary,AGP1-GFP MLPCN,VLA-4 inh
CC(=O)c1nnn(-c2cccc(C#N)c2)c1C,4,97,3.3,96,-3,0,5,102,-7
COc1ccccc1CN(C)CC(=O)Nc1ccc(Cl)cc1F,6,94,0.5,103,4,6,9,110,-8
Cc1ccc(OCC(=O)NS(=O)(=O)c2ccccc2)cc1,-1,98,0.4,94,4,2,1,102,-2
O=C(COC(=O)C1CCN(c2ccc(C(F)(F)F)cn2)CC1)NCCc1ccccc1,-3,95,0.1,102,2,0,4,103,1
C/C(CCCO)=N/Nc1ccc([N+](=O)[O-])cc1[N+](=O)[O-],-4,102,-0.5,99,3,4,4,96,21
CCc1ccc(N=c2c([N+](=O)[O-])nn(-c3ccccc3)n2O)cc1,10,71,-0.4,88,6,2,2,89,-3
COc1ccc(OC)c(Nc2cc(C(=O)NCCCN3CCOCC3)c3ccccc3n2)c1,1,97,-0.1,108,-6,0,-4,111,-10
CCC(C)NCCOCCOc1ccc(C)cc1OC (centres undefined),-6,98,-0.6,94,3,1,-8,99,8
O=C(Nc1nnc(-c2ccccc2F)s1)C1CCN(S(=O)(=O)c2ccc(Cl)cc2)CC1,-7,110,2.0,85,-4,2,-3,91,-13
O/N=C/c1cc(Br)cc(Br)c1OCc1ccccc1,-2,104,-0.1,98,10,2,1,94,3
O=C1C2CCCCC2C(=O)N1Cc1ccccc1 (centres undefined),5,92,2.1,95,0,0,3,111,-3
O=C(COc1ccc(/C=N/NC(=O)c2ccncc2)cc1)Nc1cccc([N+](=O)[O-])c1,0,97,3.2,96,0,0,2,93,9
O=C(OCc1nc2ccc(Cl)cc2n1CCO)c1ccc2c(c1)OCO2,-8,102,-2.7,94,6,6,0,98,-7
COC(=O)[C@]1(Cc2ccccc2)N[C@H](CN(C)C(C)=O)[C@@H]2C(=O)N(Cc3ccccc3)C(=O)[C@@H]21,.,105,.,85,6,3,.,95,39
COc1ccc(/C=C/c2c(-c3ccc(OC)cc3)oc(=O)c3cc(OC)c(OC)cc23)cc1,.,123,.,84,-2,6,.,94,3

(continued)
compound,MCL1-BIM inh,CR mimetic SO,MEX-5 binding,CIT2 TOR yeast,GLD-1 TGE inh,GRK2 inh,Bcl-xL primary,AGP1-GFP MLPCN,VLA-4 inh
CC(C)c1[nH]c(=O)c(C#N)c2c1CSC(C)(C)C2,-1,99,0.1,91,-1,0,7,95,0
Cc1ccc(S(=O)(=O)NCc2cccnc2)cc1,-1,96,1.8,110,10,1,2,99,0
COc1ccc(C(C(=O)NC2CCCCC2)N(C(=O)c2ccco2)c2ccc(-n3cnnn3)c(C)c2)cc1 (centres undefined),5,97,0.5,107,2,0,1,94,5
CCOc1ccccc1NC(=O)Cn1nnc(C(=O)Nc2ccc(C)cc2)c1N,-13,92,-1.1,108,-3,0,-5,.,-3
CCCN1CCN(CCCNC(=O)Cn2nc(C)n3c(cc4cc(F)ccc43)c2=O)CC1,-2,104,-0.2,108,1,3,-3,99,12
CC1(C)Cc2c(cnn2-c2ccccc2)C(NC(=O)CCN2CCCC2=O)C1 (centres undefined),-2,94,3.1,95,0,0,1,98,12
COc1ccc2c(c1OC)C(=O)N1C2SC(C)(C)[C@H]1C(=O)NCC(C)C (some centres undefined),-3,100,-3.8,105,7,1,3,101,2
CCCCC(NC(=O)Cc1c(C)c2cc3c(-c4ccccc4)coc3c(C)c2oc1=O)C(=O)O (centres undefined),4,107,-5.7,101,-3,0,11,99,-9
CCOC(=O)[C@H]1[C@H]2COc3ccccc3[C@@H]2N2C(=O)CN(Cc3ccc(C)cc3)C(=O)[C@@]12C,.,100,.,105,91*,1,.,110,0
Nc1nc(SCc2ccc(Cl)c(Cl)c2)n[nH]1,4,116,1.5,105,-3,0,1,103,1
Cc1cc(NC(=O)Cn2nc(-c3ccccc3F)ccc2=O)ccc1-n1cnnn1,1,90,-1.8,105,-2,0,0,109,14
Cc1nc2cc(N3CCOCC3)c(NC(=O)C3CC3)cc2c(=O)n1Cc1ccccc1,1,108,-1.5,92,-6,0,6,99,-11
CCC(Sc1ccccc1C(=O)O)C(=O)O (centres undefined),2,115,-1.0,100,7,3,5,104,-2
Cc1cccc(NC(=O)c2ccc(S(=O)(=O)N3CCCCC3)cc2)n1,7,95,1.3,96,1,2,3,101,25
O=C(NCc1ccc(F)cc1)c1cnccn1,5,102,0.6,101,-5,3,2,96,4

Next section:
compound,MCL1-BIM inh,CR mimetic SO,MEX-5 binding,CIT2 TOR yeast,GLD-1 TGE inh,GRK2 inh,Bcl-xL primary,AGP1-GFP MLPCN,VLA-4 inh
N/C(=N\OC(=O)c1ccco1)c1cccc([N+](=O)[O-])c1,4,109,-1.7,105,2,2,6,101,-4
Cn1c(=O)oc2cc(S(=O)(=O)NC3CCCCC3)ccc21,4,96,-0.5,108,7,0,2,105,-15
Cc1cc2c(cc1C)N(C(=O)CN1C(=O)c3ccccc3C1=O)C(C)(C)c1ssc(=S)c1-2,11,110,1.7,93,1,0,3,92,1
CN1N=C(C(=O)N2CCc3c([nH]c4ccccc34)C2c2c(F)cccc2Cl)CCC1=O (centres undefined),2,106,-1.4,91,0,3,4,97,0
